BoNT-A LC inh2 – inhibitors of Botulinum neurotoxin A light chain protease; inhibition, % at 10 µM; 360,000 tested, 0.17% active; multiplex microsphere protease substrate cleavage, flow cytometry; further: plate controls were buffer without enzyme for full effect and enzyme alone for no effect
Yp Topo-I inh – Y. pestis Topo-I inhibition via cleavage products. AID 504884. activity, % at 10 µM. Y. pestis Topo-I cleavage product accumulation, plate reader. 360,000 tested, 0.064% active; in the data active means activity above about 50%, passing the limit was not always enough; further: inactives centre near 2
VHR inh abs – inhibitors of human VHR1 phosphatase (DUSP3) | P51452 | recombinant VHR phosphatase, pNPP absorbance | inhibition, % at 13.3 µM | 290,000 tested, 0.52% active; in the data active means inhibition above about 50%; further: some compounds called inactive have numbers as strong as hits
Target sequence (P51452 whole entry, looked up): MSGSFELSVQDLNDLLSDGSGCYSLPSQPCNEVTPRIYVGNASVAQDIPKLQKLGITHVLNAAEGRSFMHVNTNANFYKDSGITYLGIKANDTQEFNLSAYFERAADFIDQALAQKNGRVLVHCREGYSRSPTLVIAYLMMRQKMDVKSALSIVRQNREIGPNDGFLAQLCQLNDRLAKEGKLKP
3CLpro inhibitor – SARS-CoV 3CLpro protease inhibition | inhibition, % at 6 µM | AID 1706 | P0C6X7 | recombinant SARS-CoV 3CLpro, quenched FRET peptide cleavage | 290,000 tested, 0.14% active; in the data active means inhibition above about 12%
CCHF vOTU inh – CCHFV vOTU protease inhibition. 370,000 tested, 0.55% active. Pep-AMC fluorescence. AID 651958. inhibition, % at 11.5 µM; in the data active means inhibition above about 30%; further: 0% = vehicle wells with enzyme and 100% = no enzyme wells
BH1578 lux ind – quorum light induction in luxS cqsA deficient V. cholerae; V. cholerae BH1578 lux reporter, luminescence, 6 h; activation, % at 18.7 µM; 350,000 tested, 0.16% active; AID 588436; in the data active means activation mostly above about 9.7%, no sharp cut-off; further: not every result past the cut was called active; inactives centre near 0; reference of the scale not given here
SSB-PriA inh – inhibitors of Klebsiella pneumoniae PriA binding to SSB C-terminal tail. 430,000 tested, 0.6% active. inhibition, % at 33 µM. AlphaScreen SSBct-PriA binding, biotinylated peptide. AID 1272365; in the data active means inhibition mostly above about 37%, no sharp cut-off; inactive means mostly below about 20%;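 further: plate controls were negative control peptide for no effect and reference peptide for full effect; strong numbers were not always called active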
TcdB inh – inhibitors of Clostridioides difficile toxin B glycohydrolase; TcdB glycohydrolase enzymatic assay, plate reader; inhibition, % at 9.99 µM; P18177; 350,000 tested, 0.24% active; AID 652162; in the data active means inhibition above about 10%
PfHsp40 rescue – rescue of PfHsp40-mediated yeast toxicity | growth rescue, % at 12.5 µM | S. cerevisiae expressing PfHsp40, growth rescue, ATP luminescence | AID 504582 | 340,000 tested, 0.68% active; in the data active means growth rescue above about 28%, passing the limit was not always enough;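 further: yeast W303a lacking pdr1 and pdr3 grown in galactose medium; growth measured after three days at 30 °C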
Anthrax LF inh2 – inhibitors of Bacillus anthracis lethal factor protease | P15917 | multiplex microsphere protease cleavage assay, LF | inhibition, % at 10 µM | 360,000 tested, 0.12% active; further: plate controls were buffer without enzyme for full effect and enzyme alone for no effect
Target sequence (P15917 whole entry, looked up): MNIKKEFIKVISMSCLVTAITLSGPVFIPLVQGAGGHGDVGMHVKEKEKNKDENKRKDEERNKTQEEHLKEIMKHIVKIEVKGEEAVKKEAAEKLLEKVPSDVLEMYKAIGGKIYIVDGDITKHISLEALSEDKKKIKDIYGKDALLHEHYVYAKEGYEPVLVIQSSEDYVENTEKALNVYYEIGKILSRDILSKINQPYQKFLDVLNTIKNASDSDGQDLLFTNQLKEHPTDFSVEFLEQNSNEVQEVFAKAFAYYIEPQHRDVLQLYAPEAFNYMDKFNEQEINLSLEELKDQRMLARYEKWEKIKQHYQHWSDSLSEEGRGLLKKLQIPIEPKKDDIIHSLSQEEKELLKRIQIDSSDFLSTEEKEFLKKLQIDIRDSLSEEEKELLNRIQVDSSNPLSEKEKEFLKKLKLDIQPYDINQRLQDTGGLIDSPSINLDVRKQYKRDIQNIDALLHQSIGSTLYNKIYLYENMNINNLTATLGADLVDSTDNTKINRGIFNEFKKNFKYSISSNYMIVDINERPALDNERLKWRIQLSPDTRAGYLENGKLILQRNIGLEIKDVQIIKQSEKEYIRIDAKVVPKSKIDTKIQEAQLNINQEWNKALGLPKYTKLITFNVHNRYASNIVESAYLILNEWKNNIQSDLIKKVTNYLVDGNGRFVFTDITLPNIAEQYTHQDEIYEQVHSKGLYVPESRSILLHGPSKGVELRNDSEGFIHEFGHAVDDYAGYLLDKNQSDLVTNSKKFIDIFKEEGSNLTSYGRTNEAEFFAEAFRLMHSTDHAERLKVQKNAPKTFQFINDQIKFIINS
* hit, by the source's call; i = inactive; x = not tested or not shown; & = joins results of further samples. Unless noted, no stated cut-off is given here; in the data, active means inhibition above about 30%; inconclusive means no clear call, values can overlap the other calls; inactive means below that.

SMILES | BoNT-A LC inh2 | Yp Topo-I inh | VHR inh abs | 3CLpro inhibitor | CCHF vOTU inh | BH1578 lux ind | SSB-PriA inh | TcdB inh | PfHsp40 rescue | Anthrax LF inh2
CCOC(=O)[C@@H]1[C@H]2COc3ccc(Br)cc3[C@H]2N2C(=O)N(c3ccc(C)cc3)C(=O)[C@]12C | 0.6 | 9 | 20 | -1 | 7 | 1.0 | -17 | -0.1 | 1.0 | -9
COc1ccc(OC)c(-n2c(SCC(=O)Nc3cccc(S(N)(=O)=O)c3)nc3ccccc3c2=O)c1 | -1.8 | 4 | 8 | -2 | 17 | i | -13 | -0.4 | 2.9 | 3
N#CCOc1nc(N2CCCCC2)nc(N2CCCCC2)n1 | -0.2 | 6 | -14 | 5 | 24 | i | -15 | -3.5 | -0.9 | 1
COc1ccc(CC(=O)Nc2ccc(-c3ccc4nnc(C)n4n3)cc2)cc1OC | -0.2 | 9 | 14 | 0 | -5 | i | -2 | 0.2 | -0.4 | -6
O=C(O)/C(=C\c1ccccc1OC(F)F)Sc1nnc(-c2ccc(F)cc2)o1 | -0.6 | 3 | 1 | 1 | 0 | -0.2 | 1 | -0.2 | 0.7 | -3
Cc1cccn2c(=O)c3cc(C(=O)NCCN4CCOCC4)c(=N)n(CCCN4CCOCC4)c3nc12 | 3.2 | -5 | 55* | -6 | -105 | -0.5 | -2 | 0.5 | -1.0 | -5
C/C=C(\C)C(=O)Nc1cccc(C2=NOC3(C2)C[C@H](C(N)=O)N(C(=O)c2cc([N+](=O)[O-])cc([N+](=O)[O-])c2)C3)c1 (stereo partly specified) | -0.6 | 14 | 26 | x | -5 | -1.4 | 10 | 0.7 | 2.4 | -7
COc1cc(C2Nc3cccc4cccc(c34)N2)cc(OC)c1OC(C)=O | -1.3 | -13 | 21 | 2 | 3 | i | 13 | x | -0.2 | -7
COC(=O)c1ccccc1NS(=O)(=O)c1ccc(Cl)nc1 | 0.0 | 5 | 15 | 3 | 24 | -0.2 | -14 | 2.1 | 1.1 | 2
Cc1ccc(-n2c(SCC(=O)N3CCCCC3)nc(O)cc2=O)cc1 | -13 | -5 | 14 | 5 | -14 | i | -12 | 0.4 | -1.1 | 0
COCCCNC(=S)N/N=C/c1cccc(OC)c1O | x | 1 | 10 | 0 | -3 | 0.4 | x | -4.7 | x | x
CCc1ccc(NS(=O)(=O)c2ccc3oc(=O)ccc3c2)cc1 | 2.9 | -8 | 8 | -4 | -12 | -0.3 | -23 | 2.5 | 0.4 | 0
N#Cc1c(-c2ccccc2)cc(-c2ccccc2)nc1SCC(=O)NCC(=O)O | 0.2 | 6 | 32 | 6 | 18 | -0.4 | -13 | 0.7 | -0.3 | 3
COc1ccccc1N1CCN(C2=Nc3cccc4cccc2c34)CC1 | -0.2 | 12 | 12 | 0 | -4 | -0.3 | 18 | 0.7 | 0.2 | 0
CCOC(=O)c1c(Cc2ccc(Cl)cc2)c[nH]c1C | -0.7 | 3 | 16 | -1 | -1 | 0.6 | 4 | 0.3 | 1.1 | -2
Cc1nc(SCC(=O)NCc2ccc3c(c2)OCO3)c(C#N)c2c1CCCC2 | -0.6 | 33 | 12 | 1 | 0 | -3.4 | -5&-9 | x | 4.9 | -1
c1cc(C2CCCCC2)ccc1Oc1nc(N2CCOCC2)nc(N2CCOCC2)n1 | 0.7 | -3 | 9 | -1 | -1 | i | -6 | x | 0.6 | 2
OC(c1cccs1)c1nccc2ccccc12 (stereo unspecified) | 1.0 | 0 | 27 | 3 | 6 | -0.5 | -11 | x | -1.1 | 0
CC(O)(c1cccc(F)c1)c1nc(-c2cccc(C#N)c2)cs1 (stereo unspecified) | -0.4 | -6 | x | x | 6 | i | x | 0.6 | x | -8
O=[N+]([O-])c1ccc(F)cc1OCc1cccc(S(=O)(=O)N2CCOCC2)c1 | x | 7 | x | x | -10 | -0.1 | -7 | -0.4 | 0.0 | x
CC(C)CCNC(=O)COC(=O)c1ccc(Br)o1 | 2.3 | -11 | 6 | -1 | -3 | -0.2 | -16 | -6.2 | -0.1 | -1
Cc1cc(NC(=O)Cn2c(=O)c3c(ncn3CCC(C)C)n(Cc3ccccc3)c2=O)no1 | -0.9 | 11 | -5 | -6 | 2 | -0.3 | -3 | x | 1.0 | -9
COc1ccc(NC(=O)COC(=O)C2CC3C=CC2C3)cc1 (stereo unspecified) | -0.6 | -15 | 17 | -3 | -1 | -0.3 | 5 | 1.1 | 22 | 3
O=C(N/N=C/C(Br)=C/c1ccccc1)C1CC1 | -0.1 | 7 | 6 | 0 | 15 | -0.3 | x | 3.1 | -0.3 | -7
CC1CC(C)CN(C(=O)C(NS(=O)(=O)c2ccc3c(c2)oc(=O)n3C)C(C)C)C1 (stereo unspecified) | -0.7 | 2 | 13 | -5 | 4 | -0.1 | -1 | 1.3 | 1.3 | 4

One compound at a time (already shown). Order of screens: BoNT-A LC inh2 | Yp Topo-I inh | VHR inh abs | 3CLpro inhibitor | CCHF vOTU inh | BH1578 lux ind | SSB-PriA inh | TcdB inh | PfHsp40 rescue | Anthrax LF inh2
COc1ccc(NC(=O)COC(=O)C2CC3C=CC2C3)cc1 (stereo unspecified) is listed with -0.6 | -15 | 17 | -3 | -1 | -0.3 | 5 | 1.1 | 22 | 3
COCCCNC(=S)N/N=C/c1cccc(OC)c1O is listed with x | 1 | 10 | 0 | -3 | 0.4 | x | -4.7 | x | x

Continuation:
SMILES | BoNT-A LC inh2 | Yp Topo-I inh | VHR inh abs | 3CLpro inhibitor | CCHF vOTU inh | BH1578 lux ind | SSB-PriA inh | TcdB inh | PfHsp40 rescue | Anthrax LF inh2
CCN(CC(=O)N1CCCC1)S(=O)(=O)c1ccc(OC)cc1 | -2.1 | -1 | 28 | 7 | -11 | -0.3 | -27 | 1.5 | 0.8 | -4
CC(C)(C)c1nc(N2CCN(C(=O)c3ccco3)CC2)c2nnn(Cc3ccccc3)c2n1 | -0.4 | 4 | -15 | 3 | 1 | 17* | 19 | x | 24 | -4
C/C(=N/NC(=O)c1cc(C(C)C)[nH]n1)c1cccs1 | -0.3 | 4 | 15 | -6 | 17 | i | x | x | -0.1 | 0
CCOC(=O)CCCNC(=O)c1cncc(O)c1 | -0.9 | -8 | -19 | -1 | 9 | -0.4 | 1 | x | -0.7 | -2
NC(=O)c1ccc(NC(=O)CNC(c2ccccc2)c2ccccc2)cc1 | -3.4 | -5 | 9 | 2 | -15 | -0.4 | 1 | 1.7 | -1.2 | -17
CSc1nc2ccccc2n1CC(=O)Nc1ccc(C)c(C)c1 | -1.4 | 13 | 37 | -6 | -8 | -0.2 | -8 | 0.4 | 0.1 | 1
O=c1c(Cl)c(N2CCN(c3ccccc3)CC2)cnn1C12CC3CC(CC(C3)C1)C2 | 0.1 | 28 | 5 | -1 | 5 | -5.1 | 5 | x | 1.3 | -1
C[C@]12CC[C@@H](O)CC1=CC(=O)C1C2CC[C@]2(C)C(=O)CCC12 (stereo partly specified) | -1.2 | 6 | x | x | 0 | -2.9 | -23 | -0.1 | -1.3 | -5
C#CCOCCOCCOCCNc1nc(N2CCN(C(=O)[C@H]([C@@H](C)CC)n3cc([C@@H](N)Cc4ccc(O)cc4)nn3)CC2)nc(N2CCN(C(=O)[C@H]([C@@H](C)CC)n3cc([C@@H](N)Cc4ccc(O)cc4)nn3)CC2)n1 | -0.8 | 0 | 30 | 0 | -6 | i | -1 | 1.7 | 0.3 | -1
Cc1nc2ccc(NS(=O)(=O)c3ccc(F)c(C)c3)cc2[nH]1 | 1.5 | -1 | -29 | 0 | 1 | -0.2 | -16 | 1.5 | 0.4 | -6
Nc1c(Cl)cc(-c2csc(N3CCCC3c3nc4cc(Cl)c(Cl)cc4n3CCCO)n2)cc1Cl (stereo unspecified) | 0.0 | -12 | x | x | -5 | -0.3 | 6 | 1.9 | 0.0 | -4
Cc1cccc(C(=O)NC2CCN(S(=O)(=O)c3ccccc3)CC2)c1 | -0.6 | 0 | 9 | -2 | -12 | -0.4 | 12 | 0.6 | -2.3 | -2
COc1cccc(CNc2ccc(S(N)(=O)=O)cc2)c1OCc1ccccc1F | 0.0 | 0 | -14 | -12 | 3 | -0.1 | 3 | -0.5 | 2.1 | -1
Cn1ncc(Cl)c1C(=O)Nc1cc(C(F)(F)F)ccc1F | -0.3 | -3 | -5 | -3 | 5 | -0.7 | -4 | x | -0.5 | -8
C/C(NCCc1ccccc1)=C1/CCOC1=O | -0.4 | 1 | x | x | 1 | -0.3 | x | 0.7 | x | 4
CC(C)CC(=O)Nc1cccc(-c2nc3ccccc3[nH]2)c1 | -0.1 | -4 | 5 | -4 | -3 | -0.4 | -1 | 3.1 | -1.1 | 4
O=C(Cc1ccc(S(=O)(=O)N2CCOCC2)s1)N1CCN(S(=O)(=O)c2ccc(Cl)cc2)CC1 | -0.8 | 33 | x | x | 4 | i | -1 | -0.8 | -0.3 | -11
Cc1ccc(NC(=O)C(=O)NN)cc1 | -0.7 | 3 | 10 | 1 | -1 | -0.4 | 0 | 0.6 | -1.0 | -7
COc1cc(C(=O)n2cnc3ccccc32)c([N+](=O)[O-])cc1OC | -4.1 | -6 | -6 | 6 | -17 | -3.0 | 5 | 2.3 | -0.7 | -3
CCCCOc1ccc(C(=O)NC)cc1 | 0.0 | -4 | 2 | 5 | -2 | 5.6 | 2 | x | -0.6 | -5
COc1ccc2c(c1)CC1(CN2C)C(=O)NC(=O)N(CCc2ccccc2)C1=O (stereo unspecified) | -0.8 | 14 | 17 | 11 | 0 | -0.3 | 12 | x | 0.6 | -6
CN1CCN(C2CCCCC2NS(=O)(=O)c2ccccc2)CC1 (stereo unspecified) | 0.7 | -4 | -7 | 3 | -2 | -0.1 | -1 | -4.5 | 0.4 | -1
CCOC(=O)C1CCN(S(=O)(=O)c2ccc3c(c2)CC(C)N3C(=O)C2CCC2)CC1 (stereo unspecified) | 2.3 | 27 | -12 | 2 | -10 | -0.3 | 4 | 0.2 | -2.7 | -3
COc1ccc(C(C(=O)NC(C)C)N(C(=O)CCC(=O)Nc2nccs2)c2ccccc2F)cc1 (stereo unspecified) | 1.3 | 12 | 20 | 2 | 5 | -0.8 | -5 | 0.7 | -0.6 | 2
COc1ccc(NC(=O)C/C(C)=N/NC(=O)COc2ccc(OC)cc2)cc1 | -6.4 | 1 | 22 | -3 | -18 | i | x | 1.9 | -1.2 | 20
The listing continues:
SMILES | BoNT-A LC inh2 | Yp Topo-I inh | VHR inh abs | 3CLpro inhibitor | CCHF vOTU inh | BH1578 lux ind | SSB-PriA inh | TcdB inh | PfHsp40 rescue | Anthrax LF inh2
Cc1nc2nc(CSc3nnc(C)s3)cc(=O)n2[nH]1 | 0.3&0.4 | -6&2 | -17 | 1 | 5&-4 | 0.4&0.1 | 2 | 0.7 | -0.4&-2.1 | -6&3
O=C(N=C1SC2CS(=O)(=O)CC2N1Cc1ccccc1)C1CCCCC1 (stereo unspecified) | -2.4 | -2 | -14 | -2 | 4 | -0.5 | -8 | 0.1 | -1.2 | -1
Cc1ccc(S(=O)(=O)N2CC=C(C(=O)NCc3ccccc3)CC2)cc1 | -0.4 | 10 | 0 | -2 | 2 | -0.3 | -14 | -4.7 | 0.6 | -5
Cn1cnnc1Sc1ccc(C(=O)OCC(=O)Nc2ccccc2)cc1[N+](=O)[O-] | 0.4 | -12 | 13 | -1 | -5 | -0.4 | -11 | -0.1 | -0.5 | -2
Cc1cc(C)cc(C(=O)OCC(=O)Nc2ncccn2)c1 | 2.7 | 4 | x | x | -3 | i | -18 | 0.6 | -0.5 | -1
Cn1ncc(C#N)c1/N=C/N1CCCC1 | -2.1 | -2 | -7 | 1 | 0 | -0.3 | x | x | 0.1 | -12
O=C(CSc1nc2ccccc2c(=O)n1-c1ccc(F)c(Cl)c1)Nc1cccc(S(=O)(=O)N2CCOCC2)c1 | 0.1 | -3 | -2 | -1 | -13 | -0.3 | -14 | 0.5 | 0.3 | 3
Cc1ccccc1N/N=C/c1ccc(N2CCOCC2)cc1 | -0.4 | 1 | -1 | 2 | 10 | i | x | x | 0.3 | -10
COc1ccccc1CN(CC(=O)NCC1CCCO1)C(=O)CNS(=O)(=O)c1ccc(C)cc1 (stereo unspecified) | 0.1 | -3 | 8 | 2 | 2 | i | -7 | x | 0.6 | 2

High-throughput results from PubChem BioAssay.

A portion of the library; rates above refer to the full screens.
